# Assay outcomes: PubChem, Sanford-Burnham Center for Chemical Genomics
# APJ antagonist = antagonists of human apelin receptor APJ, primary screen, CHO-K1 cells, beta-arrestin complementation, luminescence. inhibition, % at 20 µM. 330,000 compounds, 0.32% hits. AID 2521, 2010;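 active = inhibition above about 40% at 20 µM, limit read from the data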;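 note: cells challenged with 10 nM apelin-13 agonist together with compound; plate controls were apelin-13 plus DMSO wells for no effect and DMSO wells lacking apelin-13 for full effect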
# Target sequence (P35414 whole entry, looked up): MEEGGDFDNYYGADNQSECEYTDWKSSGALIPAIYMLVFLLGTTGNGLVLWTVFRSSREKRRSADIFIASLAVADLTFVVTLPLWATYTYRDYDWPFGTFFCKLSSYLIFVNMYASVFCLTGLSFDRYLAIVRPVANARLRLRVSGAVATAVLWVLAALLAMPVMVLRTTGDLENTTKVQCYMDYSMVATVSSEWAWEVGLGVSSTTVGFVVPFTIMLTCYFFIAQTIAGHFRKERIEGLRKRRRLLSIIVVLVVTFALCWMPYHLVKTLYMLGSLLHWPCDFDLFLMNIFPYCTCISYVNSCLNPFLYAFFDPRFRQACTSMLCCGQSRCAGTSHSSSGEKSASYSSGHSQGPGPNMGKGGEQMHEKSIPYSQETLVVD
# UBC13 inh = UBC13 polyubiquitin chain formation inhibitors, primary screen, biochemical, TR-FRET, uHTS; inhibition, % at 20 µM; AID 485273, 2010; 330,000 compounds, 0.47% hits; Ubiquitin-conjugating enzyme E2 N (Homo sapiens), P61088; in the data active = inhibition above about 45%, passing the limit was not always enough
# Target sequence (P61088 whole entry, looked up): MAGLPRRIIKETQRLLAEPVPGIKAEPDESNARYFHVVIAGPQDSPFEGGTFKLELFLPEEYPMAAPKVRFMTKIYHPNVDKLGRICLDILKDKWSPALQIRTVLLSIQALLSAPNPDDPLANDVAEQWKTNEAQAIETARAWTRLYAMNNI
# EBI2 block = EBI2 receptor antagonists, beta-arrestin recruitment, primary screen, cell-based, luminescence, 7a,25-OHC stimulation, uHTS; inhibition, % at 5 µM; AID 651636, 2012; 7a,25-OHC stimulated; 360,000 compounds, 0.81% hits; in the data active = inhibition above about 38%;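 note: enzyme fragment complementation signal reports receptor beta-arrestin coupling in cells; 0% = agonist plus DMSO wells and 100% = wells without agonist; some results beyond the cut were filed as inactive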
# Gli-Sufu antag = Gli-Sufu pathway antagonists, primary screen, luciferase luminescence, Sufu-KO-LIGHT cells, uHTS | Sufu-KO-LIGHT fibroblasts, Gli luciferase reporter luminescence | AID 588413, 2011 | inhibition, % at 5 µM | 340,000 compounds, 0.74% hits;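 active = inhibition above about 55%, limit read from the data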;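 note: 0% = DMSO-treated cells and 100% = wells with medium but no cells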
# Jurkat NFkB inh = inhibitors of induced NF-kB luciferase reporter, primary screen, TCR NF-kB activation inhibitor project, cell-based, luminescence, uHTS | Jurkat, PMA/ionomycin-induced NF-kB luciferase reporter | inhibition, % at 4 µM | 330,000 compounds, 0.53% hits; in the data active = inhibition above about 50%
# CXCR6 block = CXCR6 receptor inhibitors, primary screen, cell-based, beta-arrestin, luminescence, CHO-K1 PathHunter, 1536-well; C-X-C chemokine receptor type 6 (Homo sapiens), O00574; inhibition, % at 20 µM; 360,000 compounds, 0.36% hits; AID 602244, 2012; in the data active = inhibition above about 34%, passing the limit was not always enough;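 note: antagonist mode with CXCL16 agonist at 10 nM final; 0% = 10 nM CXCL16 with DMSO and 100% = unstimulated wells without agonist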
# CCR6 antag = CCR6 receptor antagonists, primary screen, cell-based, CHO-K1, luminescence, beta-arrestin, uHTS. 340,000 compounds, 0.49% hits. CHO-K1 CCR6 PathHunter beta-arrestin, CCL20-stimulated. inhibition, % at 20 µM;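 active = compounds whose inhibition of the agonist-driven luminescence signal at 20 µM reaches about 50%, limit read from the data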;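 note: cells stimulated with CCL20 at 14 nM final; plate controls were DMSO with CCL20 for no effect and DMSO without agonist for full effect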
# Target sequence (P51684 whole entry, looked up): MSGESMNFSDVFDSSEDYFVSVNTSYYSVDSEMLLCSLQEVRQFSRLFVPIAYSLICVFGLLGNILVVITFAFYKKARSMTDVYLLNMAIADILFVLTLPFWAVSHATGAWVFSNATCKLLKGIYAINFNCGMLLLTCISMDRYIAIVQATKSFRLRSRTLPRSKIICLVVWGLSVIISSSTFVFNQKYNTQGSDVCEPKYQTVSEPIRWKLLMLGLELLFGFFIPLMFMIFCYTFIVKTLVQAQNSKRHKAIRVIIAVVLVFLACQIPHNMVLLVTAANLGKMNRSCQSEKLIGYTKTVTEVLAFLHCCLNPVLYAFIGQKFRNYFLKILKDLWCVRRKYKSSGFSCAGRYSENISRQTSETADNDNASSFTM
# 697 NFkB inh = inhibitors of PMA/ionomycin-induced NF-kB reporter, 697 cells, primary screen, B-cell NF-kB inhibitor project, cell-based, luminescence, uHTS. 697 B-cell NF-kB luciferase reporter, 16 h. inhibition, % at 4 µM. 330,000 compounds, 0.33% hits; in the data active = inhibition above about 35%
# * hit, by the source's call; x = no result given.
item | canonical_smiles | APJ antagonist | UBC13 inh | EBI2 block | Gli-Sufu antag | Jurkat NFkB inh | CXCR6 block | CCR6 antag | 697 NFkB inh
1 | Cn1c(CNC(=O)c2ccco2)nnc1SCC(=O)Nc1ccc(Br)cc1F | -8 | 3 | 3 | 2 | -5 | -1 | 3 | 6
2 | CC(=O)N1CCN(Cc2nc3cc(NC(=O)COc4ccccc4)ccc3n2C)CC1 | -4 | -5 | -11 | 5 | -1 | 6 | -9 | 2
3 | O=C(NCc1nnnn1-c1ccc(F)c(F)c1)c1ccc(S(=O)(=O)N2CCOCC2)cc1 | -13 | -1 | -2 | -2 | -3 | 10 | -1 | -6
4 | CC(=O)Nc1ccc(S(=O)(=O)Nc2ccc(Cl)cn2)cc1 | -14 | -4 | -3 | 22 | -11 | -7 | -10 | -6
5 | CCOc1ccc(NC(=S)NCc2ccco2)cc1 | -19 | 4 | -5 | 0 | -8 | 5 | -9 | -7
6 | Cc1ccc(N(CC(O)COCc2ccco2)S(=O)(=O)c2ccc(C)cc2)cc1 (stereo unspecified) | -5 | 1 | 1 | 2 | 8 | -2 | 7 | 8
7 | CCCN(C(=O)CSc1n[nH]c(-c2ccc(OC)cc2)n1)c1c(N)n(Cc2ccccc2)c(=O)[nH]c1=O | 18 | -2 | -15 | 2 | -7 | 1 | 13 | 11
8 | Cc1ccnc(SCCn2c(N(C)Cc3ccccc3)nc3c2c(=O)n(C)c(=O)n3C)n1 | 30 | 2 | 6 | 4 | -1 | 8 | 10 | -8
9 | CCOC(=O)C(C)Oc1cccc2c(=O)n(CC(=O)Nc3ccc4c(c3)OCCO4)ccc12 (stereo unspecified) | -9 | 0 | 0 | 8 | -12 | -6 | 10 | 4
10 | CCc1ccc(NC(=O)Cn2nc(C(=O)O)c3ccccc3c2=O)cc1 | -5 | -2 | 15 | 4 | -16 | -8 | 7 | 12
11 | CC1(C)Cc2c(c(N3CCOCC3)nc3sc(C#N)c(N)c23)CS1 | 9 | -4 | 11 | 4 | -44 | 0 | 6 | -38
12 | COc1cccc(NC(=O)C(OC(=O)/C=C/c2ccc3c(c2)OCO3)c2ccccc2)c1 (stereo unspecified) | -6 | -4 | 9 | -3 | -9 | 8 | 22 | 19
13 | COc1ccccc1N(C)S(=O)(=O)c1ccc(C(=O)OCC(=O)NCC(F)(F)F)cc1 | -35 | 3 | 11 | -1 | -14 | 2 | 6 | 14
14 | COc1ccccc1S(=O)Cc1ccc(C(=O)NCCc2ccc(Cl)cc2)o1 (stereo unspecified) | 4 | -6 | 10 | -11 | -12 | 2 | 3 | -1
15 | CCc1ccc(S(=O)(=O)Nc2c(C)n(C)n(-c3ccccc3)c2=O)cc1 | 15 | 6 | -15 | 1 | -3 | -15 | 17 | 11
16 | COc1ccc(C(=O)NC(=O)COC(=O)c2ccc(C)o2)cc1 | -11 | 2 | -3 | -4 | -26 | 3 | 7 | 16
17 | Cc1cc(C)cc(NC(=O)CCC(=O)Nc2nnc(C(F)(F)F)s2)c1 | 3 | -9 | -15 | 3 | 2 | -4 | 2 | 9
18 | COC(=O)c1ccccc1S(=O)(=O)Nc1ccc(OC)nc1 | -6 | -5 | -8 | 3 | -14 | -2 | -4 | -5
19 | Cc1nn(-c2ccccc2)c(Cl)c1/C=C1\SC(=S)NC1=O | 1 | -11 | 6 | 6 | -1 | 10 | 13 | -5
20 | Cc1c(C(=O)Nc2c(C)n(C)n(-c3ccccc3)c2=O)oc2ccc(Cl)cc12 | 10 | 1 | 10 | 1 | 0 | 1 | 10 | -4
21 | CS(=O)(=O)N1CCCC(C(=O)N2CCOCC2)C1 (stereo unspecified) | 11 | -2 | -8 | 4 | -9 | 0 | -11 | -2
22 | O=C(Nc1ccc2c(c1)OCO2)Nc1ccccn1 | 1 | 4 | -9 | -39 | -70 | 7 | -7 | -61
23 | C=CCn1c(-c2cccc(OCC)c2)n[nH]c1=S | 15 | -5 | -8 | 1 | 5 | -11 | -4 | -5
24 | C=CCNC(=O)/C(=C\c1ccco1)NC(=O)c1ccco1 | 16 | -1 | 4 | -14 | 10 | -5 | -1 | 7
25 | CC(=O)CCCC(NS(=O)(=O)CCC(Cl)(Cl)Cl)c1ccccc1 (stereo unspecified) | 7 | -11 | -3 | -1 | 12 | -9 | -3 | -4
26 | Cc1c(C(=O)NCC2COc3ccccc3O2)oc2ccc(S(=O)(=O)N3CCOCC3)cc12 (stereo unspecified) | -21 | -2 | -21 | 5 | 10 | -18 | -14 | 6
27 | CCN(CC)CCOC(=O)c1cccc2c1-c1ccccc1C2O (stereo unspecified) | -15 | 6 | 0 | 4 | -10 | -12 | 3 | 11
28 | CCc1ccc(N(CC(=O)NCCc2ccccc2)C(=O)CCC(=O)Nc2ccccn2)cc1 | 10 | 8 | -13 | x | -3 | -6 | 3 | 10
29 | COC(=O)C(Cc1ccccc1)NC(=O)CCNC(=O)c1ccco1 (stereo unspecified) | -4 | -6 | 1 | -23 | -24 | 3 | 1 | -38
30 | Cc1ncsc1C(=O)Nc1nc2c(s1)CC(C)CC2 (stereo unspecified) | -13 | 6 | 0 | -68 | -110 | 7 | 6 | -130
31 | CCOC(=O)c1sc(NC(=O)c2ccncc2)nc1C | -9 | 1 | 7 | -29 | -12 | 0 | 0 | 0
32 | O=C1c2cccnc2C(O)N1Cc1ccco1 (stereo unspecified) | 0 | 0 | -12 | -4 | -5 | 3 | 6 | 15
33 | O=S(=O)(Nc1ccc2cn[nH]c2c1)c1ccccc1 | 4 | 3 | -3 | 27 | 0 | -12 | -9 | -7
34 | Cn1c(SCC(=O)NCc2ccc(F)cc2)nc2ccccc21 | 10 | -2 | 1 | 0 | 5 | -5 | -2 | -39
35 | COC(C(=O)Nc1cc([N+](=O)[O-])ccc1C)c1ccccc1 (stereo unspecified) | 12 | 5 | 5 | 8 | 2 | 9 | 1 | 9
36 | COc1ccc(O)c(/C=N/N=C/c2cccc([N+](=O)[O-])c2)c1 | 16 | -14 | 1 | -8 | -27 | 6 | 2 | -11

# Two neighbouring records from above:
item | canonical_smiles | APJ antagonist | UBC13 inh | EBI2 block | Gli-Sufu antag | Jurkat NFkB inh | CXCR6 block | CCR6 antag | 697 NFkB inh
25 | CC(=O)CCCC(NS(=O)(=O)CCC(Cl)(Cl)Cl)c1ccccc1 (stereo unspecified) | 7 | -11 | -3 | -1 | 12 | -9 | -3 | -4
26 | Cc1c(C(=O)NCC2COc3ccccc3O2)oc2ccc(S(=O)(=O)N3CCOCC3)cc12 (stereo unspecified) | -21 | -2 | -21 | 5 | 10 | -18 | -14 | 6

# New compounds follow
item | canonical_smiles | APJ antagonist | UBC13 inh | EBI2 block | Gli-Sufu antag | Jurkat NFkB inh | CXCR6 block | CCR6 antag | 697 NFkB inh
37 | O=C(NCc1cccnc1)c1ccc(-c2cc3ccccc3oc2=O)cc1 | -2 | 21 | -1 | -40 | -39 | 8 | 10 | -25
38 | O=C(NCCN1CCOCC1)c1cc(-c2cccs2)nc2ccccc12 | 8 | 34 | 3 | 3 | 2 | -8 | 11 | 3
39 | O=[N+]([O-])c1cccc(C2=NCCC(c3ccccc3)O2)c1 (stereo unspecified) | 8 | 5 | -7 | -6 | 6 | -4 | 10 | 0
40 | CN(CC(=O)Nc1ccccc1Cl)C(=O)COC(=O)Cc1ccc(F)cc1 | 4 | 6 | -10 | 5 | 11 | -3 | -11 | 23
41 | COc1cc(C)nc(N2CCCC(C(=O)Nc3cc(Cl)ccc3OC)C2)n1 (stereo unspecified) | -7 | 1 | 17 | 18 | 7 | -2 | 3 | 24
42 | CC(=O)c1ccc(Nc2cnn(C34CC5CC(CC(CC(=O)O)(C5)C3)C4)c(=O)c2Cl)cc1 | -13 | -2 | 5 | 0 | 6 | 4 | 10 | 14
43 | Cc1cc(C)c(OCC(=O)OC(C)C(=O)N2CCc3ccccc32)c(C)c1 (stereo unspecified) | -7 | -1 | -10 | -9 | 3 | -4 | 5 | 13
44 | CP(=O)(COC(=O)c1ccccc1)COC(=O)c1ccccc1 | 2 | 2 | -6 | 1 | -2 | 1 | 14 | -5
45 | CCOc1ccc2oc(C(=O)NCc3ccccc3CN3CCCC3)c(C)c2c1 | 11 | 26 | 4 | 11 | 3 | -9 | 1 | -23
46 | NC(=O)NOCc1ccc(Cl)cc1Cl | -2 | 0 | 5 | -1 | 0 | -6 | 4 | -7
47 | CC(C)Cc1nc(Cl)c(C#N)c2c1CCC2 | 24 | 3 | 12 | 5 | -1 | -2 | 7 | -15
48 | CC12CCC(=O)N1C(C(=O)OCC(=O)Nc1sccc1C#N)CS2 (stereo unspecified) | 3 | 4 | -10 | -5 | -1 | -2 | 3 | 7
49 | CC(C)N(CCCNC(=O)c1nn(C)c2c1CS(=O)(=O)c1ccccc1-2)Cc1ccccc1 | 8 | 2 | 6 | 61* | -3 | 2 | 6 | -3
50 | COc1ccccc1-c1ccc(=O)n(CC(=O)NC2CCc3ccccc32)n1 (stereo unspecified) | -1 | -13 | 3 | -8 | -10 | -1 | 3 | 3
51 | CC(CCc1ccccc1)NC(=O)C1CCCN(C(=O)c2cc3sccc3n2C)C1 (stereo unspecified) | -10 | 2 | 60* | 17 | 4 | -4 | 11 | 2
52 | O=[N+]([O-])c1ccc(Cl)c(/C=N/n2c(C3CCCCC3)n[nH]c2=S)c1 | 14 | -9 | 1 | 8 | 5 | 8 | 17 | -11
53 | CCOc1cc(C(=O)Nc2ccc(S(=O)(=O)NC3=NCCCCC3)cc2)cc(Br)c1OC | 10 | 11 | 6 | 4 | 20 | 4 | 5 | 26
54 | C=CCOc1c(Br)cc(/C=N/Nc2ccc(C(=O)O)cc2)cc1OCC | -7 | -8 | -6 | 30 | 5 | -2 | 6 | -242
55 | CCOc1ccccc1CN1C(=O)c2ccccc2C1C(=O)NC(C)CC (stereo unspecified) | -4 | -8 | 8 | 6 | 5 | -5 | 10 | -12
56 | CCOC(=O)c1c(NC(=O)Cn2c(=O)oc3ccccc32)oc(C)c1C(C)=O | 25 | 0 | 3 | -1 | 2 | 2 | -12 | -4
57 | CC(C)c1ccccc1NC(=O)CNC(C)c1ccc(F)cc1 (stereo unspecified) | -15 | -7 | 4 | -16 | 7 | -13 | 5 | 7
58 | COC(=O)c1c(C(=O)OC)c(C)n(Cc2ccco2)c1C | 16 | -2 | -6 | -2 | -2 | 5 | 1 | -13
59 | O=c1cc(-c2cccc([N+](=O)[O-])c2)[nH][nH]1 | 17 | -22 | 2 | 7 | 36 | 10 | 18 | 9
60 | CCCn1c(=O)c2sccc2n2c(CCCC(=O)NC3CCN(Cc4ccccc4)CC3)nnc12 | 15 | -2 | -2 | -3 | -13 | -4 | 6 | -52
61 | COc1cc(OC)cc(-c2oc3cccnc3c2C#CCCO)c1 | 19 | 9 | -1 | 2 | -6 | 0 | -6 | -16
62 | Cc1c(CC(C)C)nc(N)c(C#N)c1-c1ccccc1 | 6 | 2 | 0 | -7 | 13 | 4 | 20 | -4
63 | Cc1nnc(NC(=O)CCC(=O)N2CCN(S(=O)(=O)c3cc([N+](=O)[O-])ccc3C)CC2)s1 | 10 | -2 | 2 | -2 | 0 | -6 | -1 | -3

# Quoted at random: four compounds from above
item | canonical_smiles | APJ antagonist | UBC13 inh | EBI2 block | Gli-Sufu antag | Jurkat NFkB inh | CXCR6 block | CCR6 antag | 697 NFkB inh
61 | COc1cc(OC)cc(-c2oc3cccnc3c2C#CCCO)c1 | 19 | 9 | -1 | 2 | -6 | 0 | -6 | -16
49 | CC(C)N(CCCNC(=O)c1nn(C)c2c1CS(=O)(=O)c1ccccc1-2)Cc1ccccc1 | 8 | 2 | 6 | 61* | -3 | 2 | 6 | -3
51 | CC(CCc1ccccc1)NC(=O)C1CCCN(C(=O)c2cc3sccc3n2C)C1 (stereo unspecified) | -10 | 2 | 60* | 17 | 4 | -4 | 11 | 2
63 | Cc1nnc(NC(=O)CCC(=O)N2CCN(S(=O)(=O)c3cc([N+](=O)[O-])ccc3C)CC2)s1 | 10 | -2 | 2 | -2 | 0 | -6 | -1 | -3
